Screens (PubChem BioAssay)
KDM5B inh: blocks human KDM5B histone demethylase activity; Q9UGL1; KDM5B demethylase, FDH-coupled NADH fluorescence (FDH is formaldehyde dehydrogenase); Potency, µM (doses to about 57.7 µM), without a hit: at the top dose activity change, negative = inhibition, actives largely listed as inhibitors; actives 2.6% (n = 220,000); active means well fitted inhibition curve with a large enough effect; inconclusive means small, poorly fitted or top-dose-only effect; inactive means no such curve, though single readings can be large or run the other way; further: 0% is about no effect; nearly all actives have a fitted effect of over 70% in size
Target sequence (Q9UGL1 whole entry, looked up): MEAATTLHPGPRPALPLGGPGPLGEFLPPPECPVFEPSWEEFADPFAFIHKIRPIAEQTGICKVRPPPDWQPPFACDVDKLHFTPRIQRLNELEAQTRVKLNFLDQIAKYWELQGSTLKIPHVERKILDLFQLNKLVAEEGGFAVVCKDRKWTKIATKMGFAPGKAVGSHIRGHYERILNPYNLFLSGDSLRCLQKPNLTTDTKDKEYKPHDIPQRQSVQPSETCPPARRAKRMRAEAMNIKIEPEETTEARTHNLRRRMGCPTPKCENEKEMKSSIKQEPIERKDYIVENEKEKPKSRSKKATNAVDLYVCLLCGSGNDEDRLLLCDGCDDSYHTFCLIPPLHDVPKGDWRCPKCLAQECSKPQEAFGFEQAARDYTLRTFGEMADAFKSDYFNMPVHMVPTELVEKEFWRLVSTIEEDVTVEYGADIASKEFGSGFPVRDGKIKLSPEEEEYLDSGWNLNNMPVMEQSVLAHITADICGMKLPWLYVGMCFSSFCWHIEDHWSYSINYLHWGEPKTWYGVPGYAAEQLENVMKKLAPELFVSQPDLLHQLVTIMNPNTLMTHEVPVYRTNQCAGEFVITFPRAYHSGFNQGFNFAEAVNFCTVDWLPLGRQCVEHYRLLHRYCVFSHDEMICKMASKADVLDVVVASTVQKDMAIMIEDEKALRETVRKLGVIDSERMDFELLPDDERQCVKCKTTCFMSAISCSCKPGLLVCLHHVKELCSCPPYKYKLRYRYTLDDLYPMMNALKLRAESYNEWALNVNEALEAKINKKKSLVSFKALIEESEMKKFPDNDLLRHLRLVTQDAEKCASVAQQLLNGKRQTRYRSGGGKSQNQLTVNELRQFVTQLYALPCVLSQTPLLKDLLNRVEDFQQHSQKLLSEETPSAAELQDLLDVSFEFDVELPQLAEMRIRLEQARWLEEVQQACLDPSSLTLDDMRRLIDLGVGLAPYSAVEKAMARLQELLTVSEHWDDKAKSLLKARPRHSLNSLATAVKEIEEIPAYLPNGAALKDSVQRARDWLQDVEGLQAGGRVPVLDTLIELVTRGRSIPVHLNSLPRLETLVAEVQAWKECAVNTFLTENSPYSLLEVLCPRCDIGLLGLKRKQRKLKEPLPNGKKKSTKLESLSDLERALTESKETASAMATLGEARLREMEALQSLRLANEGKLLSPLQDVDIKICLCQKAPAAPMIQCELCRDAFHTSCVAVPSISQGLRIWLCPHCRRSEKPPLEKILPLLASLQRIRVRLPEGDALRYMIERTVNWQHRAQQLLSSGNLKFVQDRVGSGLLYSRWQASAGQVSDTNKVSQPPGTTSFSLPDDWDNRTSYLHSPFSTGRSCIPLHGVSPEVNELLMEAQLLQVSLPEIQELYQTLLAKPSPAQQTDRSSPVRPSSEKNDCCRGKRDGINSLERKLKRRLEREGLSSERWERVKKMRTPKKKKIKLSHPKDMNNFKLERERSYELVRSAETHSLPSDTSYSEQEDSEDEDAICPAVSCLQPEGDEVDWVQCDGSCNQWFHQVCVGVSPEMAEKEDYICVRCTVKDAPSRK
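Coupled FDH/NAD⁺ fluorescence readout. KDM5BΔAP 200 nM final; compound titration, 10 min RT preincubation; substrate mix 12.5 µM H3K4me3, 25 µM 2-OG, 50 µM Fe(II), 100 µM ascorbate, 0.25 mM NAD⁺, 0.25 U/mL FDH; ΔRFU over 30 min.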
The depositor's hits bear a star; ? = inconclusive; & = joins results of further samples; [ ] = dose if it differs, or a comment. Potency means the concentration at half of the fitted maximal effect. This is a subset; rates above refer to the full screens.

KDM5B inh,SMILES
8.9µM*,O=C1NCCCCCCN(Cc2ccccc2)[C@H]2CCC[C@@H]12
-25%,CC1=C(C(=O)OC(C)C)C(c2ccccc2)N2C(CC(=O)NCC3CCCO3)=CSC2=N1 (centres undefined)
-5%[86.2 µM],COC1CCN(c2cc(-c3ccccn3)nc3c(C)noc23)CC1
-10%,Fc1ccc(CNc2ccc(F)c(Cl)c2)cc1F
3%,CC1CCCC(C)N1C(=O)CSc1ccc(-c2ccc3c(c2)OCCO3)nn1 (centres undefined)
0%,CCc1ccc(NC(=O)CSc2nc3ccccc3nc2Cc2ccc(C)cc2)cc1
?,CC(=O)c1c(C)oc2ccc(N(C(=O)c3ccncc3)S(=O)(=O)c3ccc(C)cc3C)cc12
-8%,Cc1cc2nc(CSc3ccc(NC(=O)c4ccccc4C(F)(F)F)cc3)cc(=O)n2o1
?,Cc1nnc(-c2cc(-c3cnn(C)c3)ccn2)n1Cc1ccccc1
24%,CSc1cccc(NC(=O)N[C@H]2CCN(C(=O)C=C(C)C)[C@@H]2C(=O)N[C@@H](Cc2cccs2)C(N)=O)c1
0%,Cc1noc([C@@H]2CN(C(=O)c3ccoc3C)C[C@H]2C(N)=O)n1
9%,CC(C)CC(CNC(=O)Cc1n[nH]c(=O)c2ccccc12)N1CCOCC1 (centres undefined)
7%,CC1CCN(C(=O)Cc2n[nH]c(=O)c3ccccc23)CC1
2%,CNS(=O)(=O)c1ccc(C(=O)N2CCCC2c2ccc3c(c2)OCCCO3)cc1 (centres undefined)
-21%,Cc1ccc(C(=O)Nc2ccc3c(N4CCOCC4)ncnc3c2)cc1C

14 compounds from above, arranged by formula weight, lowest first:
KDM5B inh,SMILES
-10%,Fc1ccc(CNc2ccc(F)c(Cl)c2)cc1F
7%,CC1CCN(C(=O)Cc2n[nH]c(=O)c3ccccc23)CC1
8.9µM*,O=C1NCCCCCCN(Cc2ccccc2)[C@H]2CCC[C@@H]12
0%,Cc1noc([C@@H]2CN(C(=O)c3ccoc3C)C[C@H]2C(N)=O)n1
-5%[86.2 µM],COC1CCN(c2cc(-c3ccccn3)nc3c(C)noc23)CC1
?,Cc1nnc(-c2cc(-c3cnn(C)c3)ccn2)n1Cc1ccccc1
-21%,Cc1ccc(C(=O)Nc2ccc3c(N4CCOCC4)ncnc3c2)cc1C
9%,CC(C)CC(CNC(=O)Cc1n[nH]c(=O)c2ccccc12)N1CCOCC1 (centres undefined)
3%,CC1CCCC(C)N1C(=O)CSc1ccc(-c2ccc3c(c2)OCCO3)nn1 (centres undefined)
2%,CNS(=O)(=O)c1ccc(C(=O)N2CCCC2c2ccc3c(c2)OCCCO3)cc1 (centres undefined)
0%,CCc1ccc(NC(=O)CSc2nc3ccccc3nc2Cc2ccc(C)cc2)cc1
-25%,CC1=C(C(=O)OC(C)C)C(c2ccccc2)N2C(CC(=O)NCC3CCCO3)=CSC2=N1 (centres undefined)
-8%,Cc1cc2nc(CSc3ccc(NC(=O)c4ccccc4C(F)(F)F)cc3)cc(=O)n2o1
?,CC(=O)c1c(C)oc2ccc(N(C(=O)c3ccncc3)S(=O)(=O)c3ccc(C)cc3C)cc12

The results go on:
KDM5B inh,SMILES
13%,CCNC(=O)[C@@H]1C[C@H](N)CN1C(=O)C(C)(C)Oc1ccc(C)cc1
3.5µM*,COc1cc(OC)cc(C(=O)NC2CCN(c3cc(-c4cccs4)[nH]n3)C2)c1 (centres undefined)
-7%,COc1ccc2sc(N(Cc3cccnc3)C(=O)C3COc4ccccc4O3)nc2c1 (centres undefined)
17%,CC(C)c1nc2ccccc2n1CC(=O)N1CCc2c(nc[nH]c2=O)C1
?,O=c1[nH]c2ccccc2c2oc(CCl)nc12
-20%,Cc1cnc(C(=O)N[C@@H]2CN(Cc3cccnc3)C[C@H]2CN(C)C)cn1
89µM*,CC(C)CNC(=O)c1cc(C2CC2)nc2c1c(C1CCNC1)nn2C (centres undefined)
-10%,CCN1C(=O)c2ccccc2S(=O)c2ccc(C(=O)N3CCN(c4ccc(F)cc4)CC3)cc21 (centres undefined)
11%,CCNC(=O)N1CCC(CCOC)(NS(=O)(=O)c2cccc3cccnc23)CC1
?,CCC(Nc1ccc2oc(C)nc2c1)C(=O)Nc1ccc(F)cc1 (centres undefined)
?,O=S(=O)(c1ccc(Cl)cc1)c1nc(-c2cccs2)oc1N1CCCCC1
14%,COc1ccc(C)cc1NC(=O)CNC(=O)CNc1ccc(C)cc1Br
29%,CC1CCN(C(=O)[C@@H](C)C2CC[C@@]3(C)CC[C@H](NC(=O)Nc4cccc(F)c4)[C@@H](C)[C@@H]3[C@H]2O)CC1 (some centres undefined)
-15%,Cc1noc([C@@H]2CN(CCCc3ccccc3)C[C@H]2CO)n1
-13%,Cc1cccc(C)c1NC(=O)C(=O)NCC(c1ccc2c(c1)OCO2)N1CCOCC1 (centres undefined)

Next section.
KDM5B inh,SMILES
6%,CCCNC(=O)NC1CCN(C(=O)N2CC3CC(C2)[C@H]2CCCC(=O)N2C3)CC1 (some centres undefined)
-1%,O=C(NC1CCCCC1)c1ccc(Cn2c(SCc3ccc(F)cc3)nc3cccnc32)cc1
24%,COCCN1C(=O)c2cccn2CC1CNC(=O)Cn1nc(C(F)(F)F)cc1C (centres undefined)
5%,Cc1cccc(NC(=O)Nc2nnc(N3CCCC3)s2)c1
-25%,CCC(CC)C(O)(C#Cc1ccccc1)c1ccccc1 (centres undefined)
-2%,COc1cccc(S(=O)(=O)N2CCCN(C(=O)C3CC3)C(c3ccccc3)CC(=O)NCC2)c1 (centres undefined)
-11%,CCOCN(C(=O)Cn1c(CC(C)C)nc2ccccc21)c1c(C)cccc1CC
-2%,CC(NC(=O)c1cccc(S(=O)(=O)Nc2ccc3c(c2)OCO3)c1)c1cccc(Cl)c1 (centres undefined)
18%[86.2 µM],CNC(=O)[C@@H](Cc1ccccc1)N1CCC[C@H]1C(=O)N1CCCCC1
-2%,NC(N)=NCC(O)CN(c1ccccc1)c1ccccc1 (centres undefined)
-9%,COc1ccc(C(=O)N2CC(C(=O)N(C)C)C3(CCOCC3)C2)cc1 (centres undefined)
?,CCN(Cc1ccncc1)Cc1cn(-c2ccccc2)nn1
-12%,CSc1cccc(NC(=O)Cn2c(C)cc3nc4n(c(=O)c32)CCCC4)c1
-6%,CC(=O)N1CCN(Cc2cccc(C#N)c2)CC(O)C1 (centres undefined)
?,Cc1c(C(=O)N2CCC3(CC2)CC(C(=O)O)N(C)C3)c[nH]c(=O)c1C#N (centres undefined)

(cont.)
KDM5B inh,SMILES
-20%,COc1cc(OC)cc(C(=O)N2CCN(c3cc(-c4cccs4)[nH]n3)CC2)c1
-6%,Cc1ccc(CNc2nc3c(c(=O)n(C)c(=O)n3C)n2Cc2cccc3ccccc23)cc1
12%,CN1C(=O)C2(CCN(C(=O)CCc3ccccc3)C2)c2ccccc21 (centres undefined)
-9%,Cc1nc(NC(=O)CN(C)S(=O)(=O)c2ccc(Cl)cc2)sc1C
?,Cc1c(NC(=O)c2cc(-c3ccc(Cl)cc3)on2)c(=O)n(-c2ccccc2)n1C
-15%,COc1cc(-c2ccccc2C#N)cc(OC)c1OC
-19%[86.2 µM],O=C(NC1CCCCC1)N[C@@H]1C=C(C(=O)N[C@H]2CCCNC2=O)C[C@@H](O)[C@@H]1O
0%[86.2 µM],CC(=O)N1CCC(NC[C@H]2COCc3nc4ccc(C)cc4n32)CC1
-26%,CCOc1ccc(N)cc1OCC
11%,COc1ccc2nc(C)cc(Nc3ccc(C(=O)O)cc3)c2c1
14%,COCCn1c(C)cnc1CCNC(=O)NCCc1ccccc1
13%[86.2 µM],COc1ccc(CN2C[C@@H](F)[C@@H](OCc3nc4ccncc4[nH]3)C2)cc1
-15%,Cc1ccc(S(=O)(=O)N2C[C@H](F)C[C@@H]2C(=O)N2CCOCC2)cc1Cl
-4%,COCc1c(C(=O)NCCOc2ccc(Cl)cc2)oc2ccccc12
15%,CC(Sc1nc2ccccc2o1)C(=O)NC1CCCC1 (centres undefined)

(more compounds)
KDM5B inh,SMILES
-1%,COc1ccc(CNC(=O)C(=O)NCC(c2ccco2)S(=O)(=O)c2ccc(C)cc2)cc1 (centres undefined)
-20%,O=C(CCCc1c[nH]c2ccccc12)NCC(=O)N1CCCCCNC(=O)CC1c1ccccc1 (centres undefined)
-15%,CNC(=O)[C@@H]1CN(C(=O)c2sc(C)nc2C)C[C@H]1c1n[nH]c(C)n1
-8%,COc1ccc(C(=O)N2C[C@@H](Oc3ccccc3)C[C@@H]2C(=O)N2CCOCC2)cc1
?,O=C(CCCCCCCC(=O)NNC(=O)c1ccc(Cl)cc1)NNC(=O)c1ccc(Cl)cc1
9%,O=c1c(Cl)c(N2CCN(S(=O)(=O)c3ccc4c(c3)CCC4)CC2)cnn1-c1ccccc1
?,CC(C)c1cc(C(=O)NC2CC2)c2cnn(C(C)C)c2n1
-9%,O=C1NCCCCCN(C(=O)NC2CCCCC2)[C@@H]2C[C@@H](C(=O)N3CCc4ccccc4C3)C[C@H]12
-4%,COc1ccc(/C=C2\Oc3cc(OS(=O)(=O)c4ccccc4)ccc3C2=O)cc1
-27%,Cc1ccc(S(=O)(=O)c2cnc(SCC(=O)Nc3ccc4c(c3)OCCO4)[nH]c2=O)cc1C
-20%,C=CCc1ccccc1OCC(O)Cn1nc(C(N)=O)c2ccccc2c1=O (centres undefined)
-18%,COc1ccc(N2CCC(N)C2=O)cc1 (centres undefined)
6%,Cc1c(-c2ccccc2)oc2c(C(=O)OCC(=O)Nc3ccccc3F)cccc2c1=O
-11%,COCCn1c(C)cnc1C1CCN(C(=O)C2CCC2)C1 (centres undefined)
?,N#Cc1nc(-c2ccc(F)cc2)oc1NCc1ccco1

Remaining list, next part.
KDM5B inh,SMILES
-11%,CCCNC(=O)C(NC(=O)c1cccc(OC)c1)C1CCN(C(=O)c2ccccc2F)CC1 (centres undefined)
-14%,CCOc1ccc2c(-c3ccccc3)cc(=O)oc2c1
34%,O/N=C1\CCCCC1C1=CCCCC1 (centres undefined)
-6%,Cn1nc(C2CCN(C(=O)c3ccc4ccccc4n3)CC2)c2c1CCOC2
3%,COc1ccc(/C=C2\Oc3cc(OC(=O)C(C)(C)C)ccc3C2=O)c(OC)c1OC
-21%,CCCNCc1ccc(-c2ccc(Br)cc2)o1
1%&-11%,CCc1ccc2oc(-c3cc(NC(=O)c4cccnc4)cc(C)c3O)nc2c1
?,Cn1c(C(=O)NCCN2CCCCC2)cc2c1CCN(Cc1cccc(F)c1)C2
-17%,Cc1ccc2oc(=O)cc(CN(C)CCO)c2c1
?,COc1ccc(NC(=O)c2ccc3c(c2)N(C)C2CCCCN2C3=O)c(OC)c1 (centres undefined)
?,COCCCN1C(=O)N(Cc2nncn2C(C)C)C(=O)C12CCNCC2
6%,CN1C[C@@H]2CCCN3CCC[C@@H]([C@H]23)[C@H]1CCCC(=O)NC1CC1
20%,C=CCN(CC=C)C(=O)Nc1ccc(C(C)=O)cc1
4%,COc1ccc(CN2C(=O)C3(CCOCC3)CC2c2nnnn2C(C)(C)C)c(OC)c1 (centres undefined)
18%,CC(C)c1nncn1C1CCN(S(=O)(=O)c2cccc(Br)c2)CC1

Individual results from the results shown:
KDM5B inh with CCc1ccc2oc(-c3cc(NC(=O)c4cccnc4)cc(C)c3O)nc2c1 is entered as 1%&-11%
KDM5B inh with CN1C[C@@H]2CCCN3CCC[C@@H]([C@H]23)[C@H]1CCCC(=O)NC1CC1 is entered as 6%

The listing continues:
KDM5B inh,SMILES
-7%[149 µM],FC(F)(F)CN1C2CCC1CN(c1cncc(Cl)n1)C2
16%,CCOC(=O)Cn1c(=O)oc2cc(S(=O)(=O)N3CCN(c4cc(C)ccc4C)CC3)ccc21
25%,NC(=O)[C@H]1CCCN1Cc1c(C(=O)N2CCCCCCC2)nc2sccn12
?,Cc1ccc2nc(-c3ccc(O)cc3)c(Nc3ccc4c(c3)OCO4)n2c1
45%[activator],Cc1nn(C)c(C)c1-c1cc(C(=O)N[C@H]2CC[C@H]2NC(C)C)n(C)n1
?,CC1=C(C(N)=O)C(c2ccccc2F)n2nc(-c3ccc(Cl)cc3)nc2N1 (centres undefined)
-14%,CN1C[C@H](NCc2cccc3c2OCO3)CCC[C@@H](C(=O)NCc2cc(F)cc(F)c2)CC1=O
-15%,Cc1cccc(NC(=O)Cn2c(N(C)Cc3ccccc3)nc(C)cc2=O)c1
3%,COc1ccc(C(C)=O)cc1CSCc1coc(-c2ccccc2)n1
-1%,CC1(c2ccc(Cl)cc2)NC(=O)N(CC(=O)NCc2ccc(F)cc2)C1=O (centres undefined)
-23%,COc1cc(C2C3=C(CCCC3=O)Nc3c2c(C)nn3-c2cccc(C)c2)cc(OC)c1O (centres undefined)
16%,Cc1cc(CSc2ncccc2C(=O)Nc2ccnn2Cc2ccc(C)o2)no1
-16%,Cc1cccc(N2CCN(C(=O)c3nn(C)c4c3CS(=O)(=O)c3ccccc3-4)CC2C)c1 (centres undefined)
-9%,CN(Cc1cc2cc(F)ccc2[nH]1)C(=O)C1CCC(=O)N(C2CCCC2)C1 (centres undefined)
11%,Cc1ccc2oc(C(=O)Nc3cccc(C(=O)N(C)C)c3)cc(=O)c2c1

Next records
KDM5B inh,SMILES
-11%,CN(CC(=O)Nc1c(Cl)cccc1Cl)Cc1ncc(-c2ccc(F)cc2)o1
-5%,O=C(Cc1ccccc1Cl)N1CCC(c2nc3c(nnn3Cc3ccccc3)c(=O)[nH]2)CC1
-16%,Cc1ccc(C)c(Cn2c(=O)c3c(nc4n3CCN4c3ccccc3)n(C)c2=O)c1
-2%,COc1cc2c(cc1OC)C(CNC(=O)Nc1ccc(C)cc1)N(C(=O)NC(C)C)CC2 (centres undefined)
-17%,CCOc1ccccc1Nc1nc2ccccc2nc1NS(=O)(=O)c1ccc(F)cc1
-11%,CCC1Oc2ccc(NC(=O)Cc3ccccc3)cc2CN(Cc2ccc(F)cc2)C1=O (centres undefined)
5%,Cc1cc(C[C@@H]2COC[C@@H]2NC(=O)c2csc(Cc3ccccc3)n2)on1
